CD11b adhes enh = enhancers of CD11b/CD18 adhesion to fibrinogen, primary screen, K562 cells, luminescence. activation, % at 10 µM. 93,000 tested, 0.07% active. ATPlite luminescence. AID 1499, 2009. Integrin beta-2 (Homo sapiens) + Integrin alpha-M (Homo sapiens), P05107+P11215;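 active means 10 µM primary screen giving 50% or more activity, confirmed by 40% or more on retest at that dose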; further: strong numbers were not always called active
Lung fibro prol = antiproliferative effect on LL 47 fibroblasts – human, LL 47 cells, CellTiter-Glo luminescence, primary screen | LL 47 human lung fibroblast viability, ATP luminescence; stronger effect = lower value | viability, % at 10 µM | 85,000 tested, 1.1% active;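 active means viability at or below 50% in the single dose screen; inactive means viability above 50%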;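 further: compound exposure lasted 72 h before the ATP readout; 100% = median luminescence of untreated cell-only wells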
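Test system: LL 47 human lung fibroblasts; Quantity: 1,150 cells/well; Buffer or medium: IMEM plus 15% FBS; Dosing: tenfold compound dosing solution, DMSO at 0.1%; Timing: overnight cell rest, 72 h compound treatment at 37 °C; Detection: ATP-based CellTiter-Glo luminescent readout; Read-out basis: viability percentage against median untreated-cell control; Controls: cell-only wells, no compound.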
ERa coact pot = enhancers of ERα–SRC-1 coactivator binding, primary screen, biochemical, TR-FRET, ERα LBD, low estradiol; Estrogen receptor (Homo sapiens), P03372; TR-FRET ERalpha-LBD/SRC-Cy5 coactivator binding, 2 h; 100 = basal binding, no effect; coactivator binding (% of control), % at 25.6 µM; 86,000 tested, 1.3% active; AID 639, 2007; in the data active means activity above about 200%;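 further: binding measured in presence of low estradiol as agonist stimulus; 0% = peptide alone without receptor and 100% = receptor with peptide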
Target sequence (P03372 whole entry, looked up, the tested form may be a part): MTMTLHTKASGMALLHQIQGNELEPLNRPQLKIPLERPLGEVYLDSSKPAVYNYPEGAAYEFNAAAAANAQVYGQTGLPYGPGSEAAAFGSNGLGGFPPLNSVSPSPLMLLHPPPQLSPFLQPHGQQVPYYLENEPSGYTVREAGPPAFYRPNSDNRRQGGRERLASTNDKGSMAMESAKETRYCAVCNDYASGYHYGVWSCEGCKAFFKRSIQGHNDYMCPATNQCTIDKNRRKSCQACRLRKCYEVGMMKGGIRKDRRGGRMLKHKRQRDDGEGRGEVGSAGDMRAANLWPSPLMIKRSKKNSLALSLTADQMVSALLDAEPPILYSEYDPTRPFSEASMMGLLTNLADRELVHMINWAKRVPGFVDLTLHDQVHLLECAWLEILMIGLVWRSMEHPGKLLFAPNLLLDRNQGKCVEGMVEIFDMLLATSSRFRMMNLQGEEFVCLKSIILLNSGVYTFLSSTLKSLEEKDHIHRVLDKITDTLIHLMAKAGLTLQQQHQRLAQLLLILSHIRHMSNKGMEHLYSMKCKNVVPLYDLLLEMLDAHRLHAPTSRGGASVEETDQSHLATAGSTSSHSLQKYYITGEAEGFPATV
Smad3 inh = Smad3/FoxH1 peptide binding inhibitors, primary screen, biochemical, TR-FRET. Mothers against decapentaplegic homolog 3 (Homo sapiens), P84022. TR-FRET Smad3/Dy647-FoxH1 peptide binding, europium anti-His. inhibition, % at 25 µM. 88,000 tested, 0.29% active. AID 630, 2007;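 active means compounds that reduce the energy-transfer binding signal between the protein and its labelled peptide by more than half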;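 further: 0% = Smad3 plus labelled peptide maximal FRET and 100% = peptide-only background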
Target sequence (P84022 whole entry, looked up): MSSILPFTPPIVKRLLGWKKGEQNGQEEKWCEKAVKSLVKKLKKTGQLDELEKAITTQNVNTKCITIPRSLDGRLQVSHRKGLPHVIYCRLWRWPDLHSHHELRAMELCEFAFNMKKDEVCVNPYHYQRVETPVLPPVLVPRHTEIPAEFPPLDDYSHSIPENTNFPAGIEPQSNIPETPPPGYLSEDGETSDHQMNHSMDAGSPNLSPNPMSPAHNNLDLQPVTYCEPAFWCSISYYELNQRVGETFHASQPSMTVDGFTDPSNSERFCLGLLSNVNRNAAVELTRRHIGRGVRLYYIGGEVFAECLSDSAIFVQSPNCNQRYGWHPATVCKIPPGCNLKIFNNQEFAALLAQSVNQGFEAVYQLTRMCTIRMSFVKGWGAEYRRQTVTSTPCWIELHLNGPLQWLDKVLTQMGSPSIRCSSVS
ERa SRC1 inh = ERα–SRC-1 coactivator interaction inhibitors, primary screen, biochemical, TR-FRET, ERα LBD, estradiol-bound. Estrogen receptor (Homo sapiens), P03372. TR-FRET ER-alpha LBD / SRC-1 peptide. inhibition, % at 25.6 µM. 86,000 tested, 1.7% active. AID 629, 2007; in the data active means inhibition above about 50%;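 further: 0% = receptor plus peptide control and 100% = peptide only without receptor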
MT1-MMP txn act = MT1-MMP promoter reporter activation – cell-based, luciferase luminescence, primary screen | HT1080 MT1-MMP promoter luciferase reporter, overnight; stronger effect = higher value | activation factor at 10 µM | 86,000 tested, 0.16% active;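 active means activation factor of at least 2 for MT1-MMP transcription at 10 µM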
HUVEC prolif 384 = inhibitors of HUVEC proliferation, primary screen, cell-based, 384-well; CellTiter-Glo luminescence, 72 h; stronger effect = lower value; viability, % at 10 µM (by protocol); 86,000 tested, 1.1% active;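 active means viability at or below 30%; inactive means viability above 30%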;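 further: 100% = median luminescence of DMSO-only cell control wells on each plate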
ERb coact inh = inhibitors of ERβ-SRC1 coactivator interaction, primary screen, biochemical, TR-FRET, ERβ LBD, SRC-1 peptide | Estrogen receptor beta (Homo sapiens), Q92731 | TR-FRET ER-beta LBD / SRC1-Cy5 peptide binding; receptor agonist-loaded with 1 µM estradiol | inhibition, % at 25.6 µM | 86,000 tested, 1.3% active | AID 633, 2007;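 active means compounds whose percent inhibition of the receptor-coactivator binding signal exceeds about 50% in the single-dose screen, limit read from the data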;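 further: 0% = receptor plus peptide wells without compound and 100% = peptide-only wells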
H69AR growth 86K = proliferation blockers of H69AR lung cancer cells, primary screen, cell-based, human, 86K library | H69AR lung tumor viability, ATP luminescence, 72 h; stronger effect = lower value | 85,000 tested, 6% active | viability, % at 10 µM | AID 598, 2007;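 active means viability at or below 40%; inactive means viability above 40%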;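 further: multidrug resistant small cell line overexpressing MRP-1 efflux transporter; 100% = mean luminescence of untreated control wells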
An asterisk follows results filed as active; / = not tested or not shown; [ ] = another dose, or the depositor's remark. An excerpt, so the mix of outcomes need not match the whole.

SMILES	CD11b adhes enh	Lung fibro prol	ERa coact pot	Smad3 inh	ERa SRC1 inh	MT1-MMP txn act	HUVEC prolif 384	ERb coact inh	H69AR growth 86K
COc1cccc(C(=O)Nc2ccc3nc(N4CCOCC4)cc(C)c3c2)c1	2	101	106	-9	-7	1.1	79	-3	47
CN(CC(=O)NCCN1CCCCCC1)S(=O)(=O)c1cccc2nsnc12	-4	98	97[fluorescence artefact?]	13	41	1.4	88	5[fluorescence artefact?]	94
Cc1cc(Br)ccc1SCC(=O)OCC(=O)N1CCN(C(=O)c2ccco2)CC1	-2	96	111	7	2	1	101	9[fluorescence artefact?]	98
CCN(CC)S(=O)(=O)c1ccc(NC(=O)COC(=O)c2ccc(-n3nc(C)cc3C)cc2)cc1	-7	102	115	16	4	/	112	-8	95
O=C(C1=C(O)C(=O)N(CCN2CCOCC2)C1c1cccnc1)c1cc2ccccc2o1 (centres undefined)	0	106	108	-16[fluorescence artefact?]	-14	1.1	106	-5[fluorescence artefact?]	101
COCc1[nH]nc2c1C1(CCC3(CC1)OCCO3)C(C#N)=C(N)O2	-4	99	103	-2	-3	1	104	-4	86
CCn1c(SCC(=O)O)nnc1-c1cc2c(C)nn(-c3ccccc3)c2s1	-1	105	124	15	5	1	75	-7	92
Cc1c(N=CN2CCOCC2)c(=O)n(C)c(=O)n1C	0	101	105	10	1	1	96	-6	95
O=C(Nc1ccc(F)cc1)NC1(C(=O)NCc2ccco2)CCCCC1	-2	96	107	1	-2	1	112	0	92
CCOC(=O)CC(=O)Nc1cc(Cl)ccc1O	4	104	108	6	-5	1.1	79	4	99
Cc1nn(Cc2ccccc2Cl)c2sc(C(=O)NCCCn3ccnc3)cc12	-1	81	102	7	2	0.9	85	-6	65
CCOC(=O)C1CCCN(Cc2sccc2C)C1 (centres undefined)	-4	105	95	0	3[fluorescence artefact?]	0.9	94	0[fluorescence artefact?]	91
CCCC(C)NS(=O)(=O)c1ccccc1 (centres undefined)	-2	98	116	2[fluorescence artefact?]	-6	1.1	103	0	94
C/C(=N/n1cnnc1)c1cccnc1	0	97	125	0	1[fluorescence artefact?]	1	93	-1[fluorescence artefact?]	93
Cn1cnnc1SCC(=O)Nc1ccc2nc(SCc3cccc4ccccc34)sc2c1	4	95	88	-2	-21	1.1	82	-8	82
CCOC(=O)c1oc2nc3c(cc2c1N)COC(C)(C)C3	0	104	116	2	-12	1.5	86	-5	91
COC(=O)c1cc(NC2c3ccccc3C(=O)N2CCN2CCOCC2)cc(C(=O)OC)c1 (centres undefined)	3	105	114	0	1	1.3	96	-7	88
CC(NC(=O)CSc1nc2ccccc2c(=O)[nH]1)c1ccccc1 (centres undefined)	/	94	96	1	-3	1.1	79	11	86
Cc1cccc(N2CCN(C(=O)c3cn(C)c(=O)c4c3c3ccccc3n4C)CC2)c1C	1	85	59	3	-5	1.4	36	-11	31*
COc1cc(OC)cc(-n2nnnc2SCC(=O)N2CCCC2)c1	-2	113	114	-5	4	1.2	111	5[fluorescence artefact?]	97

In the list so far, these have an aryl methoxy group:
SMILES	CD11b adhes enh	Lung fibro prol	ERa coact pot	Smad3 inh	ERa SRC1 inh	MT1-MMP txn act	HUVEC prolif 384	ERb coact inh	H69AR growth 86K
COc1cccc(C(=O)Nc2ccc3nc(N4CCOCC4)cc(C)c3c2)c1	2	101	106	-9	-7	1.1	79	-3	47
COc1cc(OC)cc(-n2nnnc2SCC(=O)N2CCCC2)c1	-2	113	114	-5	4	1.2	111	5[fluorescence artefact?]	97

Following part.
SMILES	CD11b adhes enh	Lung fibro prol	ERa coact pot	Smad3 inh	ERa SRC1 inh	MT1-MMP txn act	HUVEC prolif 384	ERb coact inh	H69AR growth 86K
COc1cccc(-c2csc(NC(C)=O)n2)c1	-2	106	96	2	-8	1.4	100	-9	87
CCS(=O)(=O)N1CCN(C(=O)c2cccs2)CC1	2	102	124[fluorescence artefact?]	2	7	1.1	107	-5	96
O=S(=O)(c1cccc(-c2nnc(SCc3ccc(Cl)cc3)o2)c1)N1CCCCC1	-2	96	113	5	-3	1.3	104	-2	74
COc1ccc2nc(NC(=O)C(NS(=O)(=O)c3cccs3)C(C)C)sc2c1 (centres undefined)	1	90	172	-6	4[fluorescence artefact?]	1	93	12[fluorescence artefact?]	86
Cc1cc2cc(CNS(=O)(=O)c3ccc4ccccc4c3)ccc2n1C	-2	102	651*[fluorescence artefact?]	4	27[fluorescence artefact?]	/	76	-2[fluorescence artefact?]	89
Nn1c(CSc2nc3ccccc3o2)nnc1CSc1nc2ccccc2o1	4	109	99	1[fluorescence artefact?]	1	1.2	105	3	80
CSc1nnc(-c2cc3ccccc3cc2O)n1C	-1	107	112	13	-1	1.1	113	7	103
CCN(CC)CCNC(=O)c1c(O)c2c([nH]c1=O)CCCC2	-1	96	114[fluorescence artefact?]	7[fluorescence artefact?]	-5	1.2	90	-2	99
N#CC1=C(N)Oc2n[nH]c(-c3ccc(F)cc3)c2C1c1cccnc1 (centres undefined)	-6	103	106[fluorescence artefact?]	1	2[fluorescence artefact?]	/	92	1[fluorescence artefact?]	73
CCC1(C(=O)OC)NC(c2ccco2)C2C(=O)N(c3ccc(C)cc3)C(=O)C21 (centres undefined)	0	98	92	0	4[fluorescence artefact?]	1.1	102	11	62
CCCCC1CCC(c2nc(-c3ccccn3)no2)CC1 (centres undefined)	/	96	93	-1	-3	0.9	121	-2	99
CN(C)S(=O)(=O)N1CCC(C(=O)O)(c2ccccc2)CC1	0	93	90	15	-4[fluorescence artefact?]	1	110	15[fluorescence artefact?]	84
NC1=NC2(CCCCC2)n2c(nc3ccccc32)N1	2	87	36	1	52*[fluorescence artefact?]	1.3	88	3	92
Cc1ccc(-c2nc(=S)c3c(n2Cc2ccco2)CCCC3)cc1	/	92	112	27[fluorescence artefact?]	8[fluorescence artefact?]	1.4	100	2	62
CCN1C(=O)c2cccc3c(S(=O)(=O)Nc4ccncc4)ccc1c23	2	94	95[fluorescence artefact?]	-5	-5	1.2	84	7	92
O=C(Cc1ccc(Cl)cc1)Nc1ccc(N2CCCC2)cc1	0	101	87	-12	-1	1.1	109	-6	113
O=C(CSc1nnc(COc2ccc(Cl)cc2)o1)N1c2ccccc2CCc2ccccc21	-2	62	109	5	-1	0.5	92	-3	9.1*
C=CCSC1=N/C(=C\c2ccsc2)C(=O)S1	4	97	81	7	2	1	91	-13	97
COCCn1c(=O)[nH]c2cc(C(=O)NC3CCCCCC3)ccc2c1=O	0	88	109	10	-7	1.1	99	-14	95
Cc1cc(C)n(C(=O)Cc2cn3ccsc3n2)n1	1	94	109	9[fluorescence artefact?]	-8	1.1	95	-12	104
CCOC(=O)CSC1=C(C#N)C(c2ccc(F)cc2)C(C(C)=O)=C(C)N1 (centres undefined)	3	108	96	-4	0	1	109	3[fluorescence artefact?]	86
COc1ccc(C(C(O)C(=O)c2c[nH]c3ccccc23)N2CCN(c3ccc(OC)cc3)CC2)cc1 (centres undefined)	-2	/	97	9	0[fluorescence artefact?]	1.1	93	2	47
COc1cc(C(=O)NCCC(=O)NCCN2CCCCCC2)cc(OC)c1OC	2	102	118	-1	7	1.1	92	-9	94
COc1ccc(S(=O)(=O)N2CCN(C(=O)c3cccs3)CC2)cc1	-1	94	119	-3	-11	1.2	109	-10	104
O=C(Cc1cccs1)Nc1nnc(Cc2ccccc2)s1	/	95	36[fluorescence artefact?]	-9	96*[fluorescence artefact?]	1.2	106	91*	108
O=C(O)CN1C(=O)CC(Cc2ccccc2)C1=O (centres undefined)	-3	100	113	4	-5	1.2	95	-5	99
CC(C)CC[n+]1ccn(-c2nc3ccccc3nc2[N-]S(=O)(=O)c2ccccc2)c1	/	99	82	-6	0	1.2	101	-2	77
Cc1cc(Cl)ccc1NC(=S)Nc1cccnc1	1	101	102	12	1	1.1	92	-1[fluorescence artefact?]	88
COC(=O)c1ccccc1NC(=O)c1ccc(NS(C)(=O)=O)cc1	0	97	113	4	-11	1	100	-12	80
COc1ccc(C2=Nn3c(nnc3-c3ccccc3)SC2)cc1OC	-4	94	93	-1	15	1	91	6[fluorescence artefact?]	84
CCS(=O)(=O)N1CCC(NC(=O)C2CCCCC2)CC1	-2	99	101	6	5[fluorescence artefact?]	1.2	93	-5[fluorescence artefact?]	86
NC(=O)c1c(NC(=O)c2cccs2)sc2c1CCCCCC2	-3	105	144[fluorescence artefact?]	11[fluorescence artefact?]	60*	1.5	88	33	86
Cc1ccc(C(C(=O)NC2CCCCC2)N2CCOCC2)cc1 (centres undefined)	1	109	94	-1	-4	/	105	-4	93
CCC(CO)Nc1ncnc2c1cnn2-c1ccc(OC)cc1 (centres undefined)	3	104	131	1	2	1	94	-11[fluorescence artefact?]	92
Cn1nnc2cc(C(=O)NCc3ccco3)ccc21	-1	102	108	6	4	1.1	96	26	102
CCCCNCC(=O)Nc1sc(C)c(C)c1C(=O)OCC	/	89	110	7	-4	/	83	-8	80
O=C(CN1CCN(c2cccc(C(F)(F)F)c2)CC1)Nc1cccc(C(F)(F)F)c1	-2	103	83[fluorescence artefact?]	1	-4	/	94	8	96
Cc1ccc(NC(=O)c2ccccc2F)nc1	-2	95	103	1	-7	0.6	91	6	78
CCS(=O)(=O)NCc1ccc2[nH]c3c(c2c1)CCCC3	47	111	119	30[fluorescence artefact?]	-4[fluorescence artefact?]	1	85	-10	97
COc1ccccc1S(=O)Cc1ccc(C(=O)NCCc2ccc(Cl)cc2)o1 (centres undefined)	-1	91	98[fluorescence artefact?]	-8	-7	1.1	88	-3	102
CCC(CC)c1nnc(NC(=O)C2COc3ccccc3O2)s1 (centres undefined)	/	97	94	-2	-5	1.3	91	-3	76
COc1cc(N)ccc1Cc1ccc(N)cc1OC	0	97	94	14	1	1.1	90	-3[fluorescence artefact?]	86
Cc1cccc(-n2nc3c(c2NC(=O)c2ccc(Br)o2)CSC3)c1C	-1	100	129	25[fluorescence artefact?]	5[fluorescence artefact?]	1.2	94	13	60
CCN(C(=O)CSc1nnc(Cn2nnc3ccccc32)o1)c1nc(-c2ccccc2)cs1	-2	101	134[fluorescence artefact?]	11	14	1.1	75	2	66
O=C(CCCNS(=O)(=O)c1cccc2nsnc12)N1CCCCC1	/	99	102	-8	-1	1	101	-5	102
COc1ccc(-c2nc(C#N)c(N3CCC(C(N)=O)CC3)o2)cc1	-3	99	91	-21	-4	1.2	97	-13	89
CN(C(=S)Nc1ccccc1F)C1(c2ccccc2Cl)CCCCC1=O (centres undefined)	/	104	119	-5	6[fluorescence artefact?]	1.1	92	-2[fluorescence artefact?]	96
COc1ccc(-c2ncc3ccccn23)cc1	-1	99	96	9	-14	1.2	104	-14	99
